Assay outcomes from PubChem.
ARFGAP1 inhibitor: inhibitors of rat ARFGAP1 GAP activity, primary screen, biochemical, fluorescence polarization, GDP tracer. ADP-ribosylation factor GTPase-activating protein 1 (Rattus norvegicus), Q62848. Arfgap1-stimulated ARF1 GTP hydrolysis, GDP FP detection. inhibition, % at 16.5 µM. 360,000 tested, 0.26% active. AID 651572, 2012;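 active = inhibition above a per-plate limit, mean inhibition of low control wells plus 3 SD, cut at about 25% in these data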;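 also: 0% = DMSO wells with enzyme and 100% = wells lacking Arfgap1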
Target sequence (Q62848 1-136 limits assumed): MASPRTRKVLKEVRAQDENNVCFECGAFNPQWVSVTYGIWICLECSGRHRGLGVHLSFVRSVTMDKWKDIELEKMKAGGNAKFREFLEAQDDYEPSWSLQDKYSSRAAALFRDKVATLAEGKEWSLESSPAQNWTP
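Assay system: Rat Arfgap1 GAP domain (His6, aa 1-136), purified enzyme | Buffer or medium: HEPES 25 mM pH 7.5, NaCl 150 mM, MgCl2, DTT | Schedule: GTP hydrolysis reaction 2 h at 25 °C | Signal: FP of antibody-bound GDP Alexa 633 tracer, ex 620/em 688 nm | Measure: Percent inhibition of Arfgap1-stimulated GTP hydrolysis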
PLC-gamma1 inh: PLC-gamma1 enzyme inhibitors, primary screen, biochemical, fluorescence, purified enzyme; 1-phosphatidylinositol 4,5-bisphosphate phosphodiesterase gamma-1 (Homo sapiens), P19174; fluorogenic substrate; inhibition, % at 12.2 µM; 370,000 tested, 0.84% active; in the data active = inhibition above about 9.5%
Tn6 DDE FP: inhibitors of Tn6 peptide binding to fibrin DD(E), primary screen, biochemical, fluorescence polarization, human fibrin, Tn6 probe; Fibrinogen beta chain (Homo sapiens), P02675; Fibrin DD(E) TRITC-Tn6 fluorescence polarization displacement; inhibition, % at 8.3 µM; 370,000 tested, 0.21% active; AID 720509, 2013;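 active = inhibition above a per-campaign cutoff: mean of compounds within control limits plus 3 SD, cut at about 15% in these data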;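 also: 0% = median of all compound wells on the plate and 100% = blocking peptide control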
TDP2 inh: human TDP2 enzyme inhibitors, primary screen, biochemical, epi absorbance, recombinant enzyme. T5PNP hydrolysis, p-nitrophenol absorbance 415 nm. AID 720702, 2013. 370,000 tested, 0.34% active. Tyrosyl-DNA phosphodiesterase 2 (Homo sapiens), O95551. inhibition, % at 12.8 µM;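 active = inhibition above the mean of all tested compounds plus 3 SD, set per campaign, cut at about 25% in these data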;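 also: 0% = DMSO with enzyme and 100% = buffer with substrate but no TDP2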
Target sequence (O95551 whole entry, looked up): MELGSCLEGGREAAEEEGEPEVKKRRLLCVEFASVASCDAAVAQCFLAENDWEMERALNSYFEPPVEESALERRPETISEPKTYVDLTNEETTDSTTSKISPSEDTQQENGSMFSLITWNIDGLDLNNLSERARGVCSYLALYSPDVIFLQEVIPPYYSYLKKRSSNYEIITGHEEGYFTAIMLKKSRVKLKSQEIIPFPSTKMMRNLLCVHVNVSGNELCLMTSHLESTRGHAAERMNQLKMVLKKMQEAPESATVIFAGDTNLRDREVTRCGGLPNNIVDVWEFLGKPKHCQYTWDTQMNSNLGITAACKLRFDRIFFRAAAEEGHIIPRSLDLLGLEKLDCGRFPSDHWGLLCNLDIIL
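System: recombinant human TDP2 / Amount: 120 nM TDP2 per well / Also added: 5 mM T5PNP chromogenic substrate / Doses: 12.8 µM single point, 1% DMSO / Incubation: 2 h at 37 °C / Detection: p-Nitrophenol epi absorbance / Evaluation: % inhibition relative to enzyme-containing and enzyme-free wells / Repeats: singlicate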
ASAP1 GAP inh: inhibitors of human ASAP1 ArfGAP activity, primary screen, biochemical, fluorescence polarization; Arf-GAP with SH3 domain, ANK repeat and PH domain-containing protein 1 (Homo sapiens), …; ASAP1-stimulated ARF1 GTP hydrolysis, GDP FP detection; inhibition, % at 16.5 µM; 360,000 tested, 0.19% active; AID 624377, 2012; in the data active = inhibition above about 25%;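 also: 0% = vehicle with enzyme and substrate and 100% = no enzyme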
Tn7 DDE FP: inhibitors of Tn7 peptide binding to fibrin DD(E), primary screen, biochemical, fluorescence polarization, human fibrin, Tn7 probe; FP displacement of FITC-Tn7 peptide from fibrin DD(E); 0% = median of compound wells per plate; inhibition, % at 8.3 µM; 370,000 tested, 0.13% active; Fibrinogen beta chain (Homo sapiens), P02675;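 active = inhibition above the mean of compounds falling within the control limits plus 3 SD of them, cut at about 14% in these data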;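 also: 0% = plate median of compound wells and 100% = 10 µM Aha-Tn7 peptide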
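Assay system: Human fibrin DD(E) protein | Medium: Tris buffer with calcium and detergent, pH 7.8 | Reagent: 0.1 µM fluorescent Tn7 | Compound dosing: Single point at 8.3 µM | Times: 10 min preincubation, 3 h with tracer, room temperature | Detection: Fluorescence polarization of the labelled Tn7 tracer | Controls: Aha-Tn7 high control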
SIAE inh: human SIAE inhibitors, primary screen, biochemical, fluorescence polarization, FP-Rh probe, 1536-well HTS | 370,000 tested, 0.69% active | Sialate O-acetylesterase (Homo sapiens), Q9HAT2 | inhibition, % at 9.66 µM | SIAE FP-Rh probe binding | AID 1053197, 2014;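 active = inhibition above a cutoff: mean of compounds within the control limits plus 3 SD of those, cut at about 17% in these data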;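 also: 0% = plate median of compound wells and 100% = probe without SIAE protein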
ADAM17 inh: ADAM17 inhibitors, primary screen, biochemical, QFRET; Disintegrin and metalloproteinase domain-containing protein 17 (Homo sapiens), P78536; recombinant ADAM17, EDANS/DABCYL FRET peptide cleavage; inhibition, % at 6.95 µM; 370,000 tested, 0.83% active; AID 720648, 2013;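 active = inhibition above the mean of compounds lying between control limits plus 3 SD, set per campaign, cut at about 8.5% in these data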;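 also: 0% = DMSO-only wells as the low control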
ADAM10 inh: human ADAM10 inhibitors, primary screen, biochemical, QFRET, HTS. recombinant ADAM10, EDANS/DABCYL FRET peptide cleavage, 3 h. inhibition, % at 7 µM. 370,000 tested, 0.62% active. AID 720582, 2013;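 active = inhibition above a per-campaign cutoff equal to the mean of compounds falling between control-based bounds plus 3 SD, cut at about 20% in these data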;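 also: 0% = DMSO wells while the 100% control is not disclosed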
Target sequence (O14672 214-748 limits assumed): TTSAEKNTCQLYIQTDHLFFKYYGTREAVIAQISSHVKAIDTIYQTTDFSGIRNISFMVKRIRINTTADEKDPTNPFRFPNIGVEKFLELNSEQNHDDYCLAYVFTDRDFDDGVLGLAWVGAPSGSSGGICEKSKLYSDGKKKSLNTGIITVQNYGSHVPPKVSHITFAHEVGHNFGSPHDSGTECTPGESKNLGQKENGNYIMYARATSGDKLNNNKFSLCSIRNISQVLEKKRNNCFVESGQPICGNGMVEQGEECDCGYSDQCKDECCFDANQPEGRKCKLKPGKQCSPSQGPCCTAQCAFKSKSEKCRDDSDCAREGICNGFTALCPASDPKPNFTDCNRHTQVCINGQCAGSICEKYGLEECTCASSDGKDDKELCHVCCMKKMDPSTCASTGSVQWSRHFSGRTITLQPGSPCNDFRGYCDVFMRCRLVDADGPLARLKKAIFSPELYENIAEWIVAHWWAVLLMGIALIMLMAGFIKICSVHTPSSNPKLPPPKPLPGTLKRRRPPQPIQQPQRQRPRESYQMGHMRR
PLCb3 inh: human PLC-beta3 inhibitors, primary screen, biochemical, fluorescence. 1-phosphatidylinositol 4,5-bisphosphate phosphodiesterase beta-3 (Homo sapiens), Q01970. Purified PLC-beta3, fluorogenic substrate. inhibition, % at 12.2 µM. 370,000 tested, 0.18% active. AID 720704, 2013; in the data active = inhibition above about 11%;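 also: 0% = median of compound wells on plate and 100% = full blocker control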
* = called active by the depositor. Outcome played no part in choosing rows; any-hit rate near 3.6%.

The opening two entries (preview)
`Cc1cc(N2CCN(C3CCCCC3)CC2)n2nc(C)nc2n1` gave ARFGAP1 inhibitor 0, PLC-gamma1 inh 1, Tn6 DDE FP -2, TDP2 inh 1, ASAP1 GAP inh -14, Tn7 DDE FP -10, SIAE inh -6, ADAM17 inh 0, ADAM10 inh -3 and PLCb3 inh 2.
`O=C(CS(=O)(=O)c1cn(Cc2cccc(F)c2)c2ccccc12)N1CCCCC1` gave ARFGAP1 inhibitor 3, PLC-gamma1 inh -2, Tn6 DDE FP -2, TDP2 inh -2, ASAP1 GAP inh 6, Tn7 DDE FP 9, SIAE inh 4, ADAM17 inh -3, ADAM10 inh 2 and PLCb3 inh 2.

All compounds of this part (from the top)
`Cc1cc(N2CCN(C3CCCCC3)CC2)n2nc(C)nc2n1` gave ARFGAP1 inhibitor 0, PLC-gamma1 inh 1, Tn6 DDE FP -2, TDP2 inh 1, ASAP1 GAP inh -14, Tn7 DDE FP -10, SIAE inh -6, ADAM17 inh 0, ADAM10 inh -3 and PLCb3 inh 2.
`O=C(CS(=O)(=O)c1cn(Cc2cccc(F)c2)c2ccccc12)N1CCCCC1` gave ARFGAP1 inhibitor 3, PLC-gamma1 inh -2, Tn6 DDE FP -2, TDP2 inh -2, ASAP1 GAP inh 6, Tn7 DDE FP 9, SIAE inh 4, ADAM17 inh -3, ADAM10 inh 2 and PLCb3 inh 2.
CC(CNC(=O)CC[C@H]1O[C@@H](n2cnc3c(NC(=O)c4ccccc4)ncnc32)[C@H](O)[C@@H]1O)c1ccccc1 (stereo partly drawn) was read as ARFGAP1 inhibitor 11, PLC-gamma1 inh 6, Tn6 DDE FP -1, TDP2 inh -9, ASAP1 GAP inh -3, Tn7 DDE FP -10, SIAE inh 0, ADAM17 inh 8, ADAM10 inh 7 and PLCb3 inh 6.
N/C(=N\N=C\c1ccc2c(c1)OCO2)c1nonc1N was read as ARFGAP1 inhibitor 10, PLC-gamma1 inh 9.8*, Tn6 DDE FP 2, TDP2 inh -16, ASAP1 GAP inh 0, Tn7 DDE FP -1, SIAE inh -8, ADAM17 inh 9.8*, ADAM10 inh 20 and PLCb3 inh 13*.
Screening CSC1=C(C#N)C(c2ccccc2Cl)C(C(=O)c2cccs2)C(O)(C(F)(F)F)N1 (stereo not drawn) returned ARFGAP1 inhibitor -10, PLC-gamma1 inh -4, Tn6 DDE FP 0, TDP2 inh 2, ASAP1 GAP inh 6, Tn7 DDE FP 1, SIAE inh 4, ADAM17 inh 3, ADAM10 inh 5 and PLCb3 inh -1.
C=CCn1c(SCC(=O)Nc2ccccc2F)nc2ccccc2c1=O was read as ARFGAP1 inhibitor -1, PLC-gamma1 inh -1, Tn6 DDE FP 10, TDP2 inh 0, ASAP1 GAP inh -4, Tn7 DDE FP 7, SIAE inh 0, ADAM17 inh -4, ADAM10 inh -2 and PLCb3 inh -6.
For CNC(=S)Nc1cccc(C(C)=O)c1 the results were ARFGAP1 inhibitor -4, PLC-gamma1 inh 2, Tn6 DDE FP -10, TDP2 inh 10, ASAP1 GAP inh 8, Tn7 DDE FP 1, SIAE inh 17*, ADAM17 inh -2, ADAM10 inh -1 and PLCb3 inh -5.
COc1ccc(C)cc1S(=O)(=O)Nc1ccc(F)c(Cl)c1 was read as ARFGAP1 inhibitor 0, PLC-gamma1 inh -2, Tn6 DDE FP -7, TDP2 inh -5, ASAP1 GAP inh 22, Tn7 DDE FP 6, SIAE inh -8, ADAM17 inh 1, ADAM10 inh 1 and PLCb3 inh -3.
Screening Cc1ccc(F)c(S(=O)(=O)NC(=O)C2(C)CCN2C(=O)c2sccc2C)c1 (stereo not drawn) returned ARFGAP1 inhibitor -5, PLC-gamma1 inh 3, Tn6 DDE FP -6, TDP2 inh 4, ASAP1 GAP inh 0, Tn7 DDE FP -6, SIAE inh 4, ADAM17 inh -2, ADAM10 inh -9 and PLCb3 inh -4.
For C/C(N)=C(/C#N)C(=O)CSc1nc2ccccc2c(=O)n1Cc1ccc(F)cc1 the results were ARFGAP1 inhibitor 0, PLC-gamma1 inh -2, Tn6 DDE FP 7, TDP2 inh -4, ASAP1 GAP inh -11, Tn7 DDE FP 7, SIAE inh -7, ADAM17 inh 0, ADAM10 inh 0 and PLCb3 inh -12.
For CCc1nnc(NC(=O)Cc2sc(C)nc2-c2ccc(C)cc2)s1 the results were ARFGAP1 inhibitor -1, PLC-gamma1 inh 1, Tn6 DDE FP 5, TDP2 inh -4, ASAP1 GAP inh -8, Tn7 DDE FP 2, SIAE inh -3, ADAM17 inh 1, ADAM10 inh 5 and PLCb3 inh 2.
For Cc1cccc(N2CCN(C(=O)CC(NC(=O)c3ccccc3Cl)c3ccccc3)CC2)c1C (stereo not drawn) the results were ARFGAP1 inhibitor 5, PLC-gamma1 inh 0, Tn6 DDE FP 3, TDP2 inh 0, ASAP1 GAP inh -12, Tn7 DDE FP -7, SIAE inh -1, ADAM17 inh 5, ADAM10 inh 7 and PLCb3 inh -2.
CC(C)c1ccc(C(O)P(=O)(OC2CCCCC2)OC2CCCCC2)cc1 (stereo not drawn) was read as ARFGAP1 inhibitor 0, PLC-gamma1 inh 2, Tn6 DDE FP -3, TDP2 inh -16, ASAP1 GAP inh -2, Tn7 DDE FP 4, SIAE inh -8, ADAM17 inh -4, ADAM10 inh 4 and PLCb3 inh -1.
For COc1ccc(S(=O)(=O)N(CCCN2CCOCC2)Cc2ccc(OC)c(OC)c2)cc1 the results were ARFGAP1 inhibitor 3, PLC-gamma1 inh 2, Tn6 DDE FP 2, TDP2 inh 11, ASAP1 GAP inh -14, Tn7 DDE FP -3, SIAE inh 2, ADAM17 inh -3, ADAM10 inh 2 and PLCb3 inh 4.
Screening CCC(OC(=O)C(NC(=O)c1ccccc1)c1ccccc1)C(=O)Nc1cc(C)on1 (stereo not drawn) returned ARFGAP1 inhibitor 3, PLC-gamma1 inh 12*, Tn6 DDE FP 4, TDP2 inh 3, ASAP1 GAP inh -2, Tn7 DDE FP 1, SIAE inh -3, ADAM17 inh -1, ADAM10 inh 6 and PLCb3 inh 0.
For Cc1nc(CC(=O)NNS(=O)(=O)c2ccc(F)c(Cl)c2)cs1 the results were ARFGAP1 inhibitor 3, PLC-gamma1 inh 2, Tn6 DDE FP -6, TDP2 inh 9, ASAP1 GAP inh -12, Tn7 DDE FP -4, SIAE inh -3, ADAM17 inh -3, ADAM10 inh -9 and PLCb3 inh 1.
CCOc1ccc(NC(=O)CN(C)C(=O)CCNC(=O)c2ccc(Br)cc2)cc1OCC was read as ARFGAP1 inhibitor -19, PLC-gamma1 inh 1, Tn6 DDE FP 3, TDP2 inh 1, ASAP1 GAP inh 8, Tn7 DDE FP -2, SIAE inh 5, ADAM17 inh 0, ADAM10 inh 1 and PLCb3 inh -2.
Cc1csc(NC(=O)c2cc3c(C)nn(Cc4ccccc4Cl)c3s2)n1 was read as ARFGAP1 inhibitor 20, PLC-gamma1 inh -56, Tn6 DDE FP 7, TDP2 inh -12, ASAP1 GAP inh 13, Tn7 DDE FP -4, SIAE inh -15, ADAM17 inh -9, ADAM10 inh -31 and PLCb3 inh -68.
Screening CN(C)C(CNC(=O)c1cccs1)c1ccco1 (stereo not drawn) returned ARFGAP1 inhibitor -6, PLC-gamma1 inh -3, Tn6 DDE FP -1, TDP2 inh -6, ASAP1 GAP inh -5, Tn7 DDE FP 2, SIAE inh 0, ADAM17 inh 3, ADAM10 inh -7 and PLCb3 inh -13.
For Cc1ccc(-n2nnnc2SCC(=O)c2ccc3c(c2)NC(=O)CO3)c(C)c1 the results were ARFGAP1 inhibitor 0, PLC-gamma1 inh -2, Tn6 DDE FP -9, TDP2 inh 14, ASAP1 GAP inh 5, Tn7 DDE FP -8, SIAE inh -11, ADAM17 inh -3, ADAM10 inh -5 and PLCb3 inh -2.
For Cc1ccc(Cl)c(NC(=O)CSc2cccc[n+]2[O-])c1Cl the results were ARFGAP1 inhibitor 0, PLC-gamma1 inh 0, Tn6 DDE FP 4, TDP2 inh 3, ASAP1 GAP inh -15, Tn7 DDE FP 3, SIAE inh -4, ADAM17 inh 0, ADAM10 inh -5 and PLCb3 inh 1.
For COc1cccc(CN2CCNC(=O)C2CC(=O)N2CCCCO2)c1OC (stereo not drawn) the results were ARFGAP1 inhibitor 1, PLC-gamma1 inh -7, Tn6 DDE FP 3, TDP2 inh 8, ASAP1 GAP inh 1, Tn7 DDE FP 2, SIAE inh 0, ADAM17 inh -4, ADAM10 inh -1 and PLCb3 inh -5.
For COc1cc(C(=O)N2CCN(C)C(C)C2)ccc1OC1CCN(C(C)=O)CC1 (stereo not drawn) the results were ARFGAP1 inhibitor 21, PLC-gamma1 inh 3, Tn6 DDE FP -4, TDP2 inh -1, ASAP1 GAP inh -18, Tn7 DDE FP -3, SIAE inh 6, ADAM17 inh -2, ADAM10 inh -4 and PLCb3 inh -8.
`CCNC(=S)NNC(=O)c1c(Cl)c(C)nn1C` gave ARFGAP1 inhibitor 12, PLC-gamma1 inh -1, Tn6 DDE FP 2, TDP2 inh -2, ASAP1 GAP inh 4, Tn7 DDE FP 6, SIAE inh -5, ADAM17 inh -5, ADAM10 inh -4 and PLCb3 inh -1.
`CC1CCCCC1NC(=O)/C(C#N)=C/c1ccc(F)c(F)c1` (stereo not drawn) gave ARFGAP1 inhibitor 8, PLC-gamma1 inh 3, Tn6 DDE FP -5, TDP2 inh 2, ASAP1 GAP inh 2, Tn7 DDE FP 2, SIAE inh -3, ADAM17 inh 3, ADAM10 inh 6 and PLCb3 inh 5.
